697 NFkB inh: inhibitors of PMA/ionomycin-induced NF-kB reporter, 697 cells, primary screen, B-cell NF-kB inhibitor project, cell-based, luminescence, uHTS | AID 435022, 2010 | 697 B-cell NF-kB luciferase reporter, 16 h | inhibition, % at 4 µM | 0.33% of 330,000 active; in the data active = inhibition above about 35%
XBP1 UPR activ: activators of adaptive XBP1 UPR arm, primary screen, cell-based, CHO-XBP1 luciferase reporter, luminescence, uHTS; IRE1-XBP1 UPR activation; percent of tunicamycin response, DMSO as zero; activation, % at 20 µM; 0.33% of 330,000 active; AID 463104, 2010;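 active = versus positive control, 20 µM dose yields 30% or more activation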;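 note: 100% = tunicamycin at 10 µg/mL and 0% = DMSO only wells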
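Assay system: CHO-XBP1 luciferase reporter cells; Schedule: 6 h treatment, 37 °C; Detection: glow luminescence from Steady-Glo reagent; Benchmarks: high control tunicamycin 10 µg/mL final, low control DMSO vehicle only.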
tim23-1 inh: growth inhibitors of tim23-1 mutant yeast, primary screen, luminescence, uHTS; S. cerevisiae tim23-1 growth, BacTiter-Glo luminescence, 24 h; inhibition, % at 20 µM; 1.3% of 330,000 active;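 active = growth inhibition of the mutant yeast at or above 50%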;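 note: temperature-sensitive mutant grown at 25 °C; plate controls were DMSO-treated mutant yeast for no effect and medium wells lacking yeast for full effect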
APJ ag: agonists of human apelin receptor APJ, primary screen, CHO-K1 cells, PathHunter beta-arrestin, luminescence; P35414; 0% DMSO wells, 100% apelin; activation, % at 20 µM; 0.11% of 330,000 active;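 active = activation more than six SD over the plate average, tested at 20 µM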;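 note: 0% = DMSO alone and 100% = apelin-13 at 10 nM; some results filed as inactive read as strong as hits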
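Assay system – PathHunter CHO-K1 APJ (AGTRL-1) beta-arrestin reporter cells · Compound – one dose, 20 µM compound, 1% DMSO · Timing – compound 90 min 25 °C, reagent 1 h · Measured by – luminescence from split beta-galactosidase complementation, Galacton Star/Emerald II substrate · Measure – beta-arrestin recruitment to APJ as agonist activity, luminescent signal · Benchmarks – DMSO vs Apelin-13 10 nM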
Mdm2 MdmX PPI: inhibitors of human Mdm2-MdmX association, primary screen, cell-based, luminescence, split luciferase, SaOS-2, uHTS; Protein Mdm4 (Homo sapiens) + E3 ubiquitin-protein ligase Mdm2 (Homo sapiens), …; inhibition, % at 8 µM; AID 485346, 2010; 3% of 330,000 active; SaOS-2 split-luciferase Mdm2/MdmX complementation;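 active = inhibition of at least 50% at 8 µM in the primary screen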
Target sequence (O15151 whole entry, looked up): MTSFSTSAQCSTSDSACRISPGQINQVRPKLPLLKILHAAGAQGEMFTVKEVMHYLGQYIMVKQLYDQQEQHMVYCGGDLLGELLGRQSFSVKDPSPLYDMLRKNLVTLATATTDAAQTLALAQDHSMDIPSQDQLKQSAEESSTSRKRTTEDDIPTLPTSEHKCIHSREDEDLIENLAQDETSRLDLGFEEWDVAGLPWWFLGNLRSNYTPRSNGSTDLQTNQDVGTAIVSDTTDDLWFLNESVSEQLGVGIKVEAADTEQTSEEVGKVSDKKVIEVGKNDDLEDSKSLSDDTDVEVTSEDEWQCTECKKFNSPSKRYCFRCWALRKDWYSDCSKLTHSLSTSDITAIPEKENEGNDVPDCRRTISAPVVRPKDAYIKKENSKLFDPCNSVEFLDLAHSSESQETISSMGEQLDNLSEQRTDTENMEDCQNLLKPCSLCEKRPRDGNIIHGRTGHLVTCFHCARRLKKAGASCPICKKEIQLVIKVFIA
Target sequence (Q00987 whole entry, looked up): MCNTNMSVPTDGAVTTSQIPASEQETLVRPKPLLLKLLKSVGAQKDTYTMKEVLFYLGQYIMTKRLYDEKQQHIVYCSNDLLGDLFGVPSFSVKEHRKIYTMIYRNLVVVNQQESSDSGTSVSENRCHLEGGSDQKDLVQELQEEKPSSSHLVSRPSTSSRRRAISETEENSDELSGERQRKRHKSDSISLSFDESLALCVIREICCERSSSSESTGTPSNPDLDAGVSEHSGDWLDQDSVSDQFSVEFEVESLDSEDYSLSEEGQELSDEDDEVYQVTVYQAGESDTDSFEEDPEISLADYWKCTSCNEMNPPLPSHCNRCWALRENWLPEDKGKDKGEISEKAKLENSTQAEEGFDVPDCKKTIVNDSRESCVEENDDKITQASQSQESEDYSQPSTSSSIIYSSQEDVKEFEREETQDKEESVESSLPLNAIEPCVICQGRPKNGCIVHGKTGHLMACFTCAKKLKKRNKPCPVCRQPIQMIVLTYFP
UPR CHOP act: activators of apoptotic CHOP UPR arm, primary screen, cell-based, CHO-CHOP luciferase reporter, luminescence, uHTS; UPR activation; percent of tunicamycin response over DMSO baseline; activation, % at 10 µM; 0.34% of 330,000 active; AID 449763, 2010;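 active = at 10 µM dose, activation of 40% or more, normalized to positive control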;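 note: 100% = tunicamycin at 10 µg/mL and 0% = DMSO alone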
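System: CHO-CHOP luciferase reporter cell line; amount: 500 cells/well; buffer or medium: F12 medium containing 10% fetal bovine serum; incubation: 6 h compound exposure at 37 °C after overnight seeding; measured by: luciferase luminescence after 10 min with Steady-Glo reagent; evaluation: % reporter activation, DMSO baseline versus tunicamycin full activation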
Jurkat NFkB inh: inhibitors of induced NF-kB luciferase reporter, primary screen, TCR NF-kB activation inhibitor project, cell-based, luminescence, uHTS; inhibition, % at 4 µM; 0.53% of 330,000 active; Jurkat, PMA/ionomycin-induced NF-kB luciferase reporter; AID 435003, 2010; in the data active = inhibition above about 50%
APJ antagonist: antagonists of human apelin receptor APJ, primary screen, CHO-K1 cells, beta-arrestin complementation, luminescence. P35414. inhibition, % at 20 µM. 0.32% of 330,000 active. AID 2521, 2010;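 active = inhibition above about 40% at 20 µM, limit read from the data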;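 note: cells challenged with 10 nM apelin-13 agonist together with compound; plate controls were apelin-13 plus DMSO wells for no effect and DMSO wells lacking apelin-13 for full effect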
* hit, by the source's call. Compounds as they come; any-hit rate near 5%.

The line under a structure holds: 697 NFkB inh	XBP1 UPR activ	tim23-1 inh	APJ ag	Mdm2 MdmX PPI	UPR CHOP act	Jurkat NFkB inh	APJ antagonist
CC(C)N(CC#CC(O)(c1ccccc1)c1ccccc1)CCO
→ -4	1	-7	1	-5	5.7	16	1
CC(=O)c1ccc(NC(=O)COC(=O)CC2CC3CCC2C3)cc1 (stereo not drawn)
→ 5	0	39	-4	11	1.3	14	3
C=CCn1cc(C(=O)OC)c(=O)c2cc(S(=O)(=O)N3CCC(C)CC3)ccc21
→ -1	-1	1	-4	-23	-1.7	1	-15
CCOC(=O)CSc1nc(C)cc(C)c1C(N)=O
→ 6	0	0	-3	-1	-0.2	4	5
COCc1[nH]nc2c1C(C1C=CCCC1)C(C#N)=C(N)O2 (stereo not drawn)
→ -2	-3	-9	1	24	-0.4	-4	20
COc1ccccc1C(=O)Nc1ccc(C(=O)c2ccccc2)cc1
→ 8	0	19	-3	22	5.9	-1	-2
CCOc1cc(C2CC(=O)c3c(ccc4ccccc34)N2)ccc1O (stereo not drawn)
→ 9	-4	3	1	12	0.2	-2	7
CC1(OC(=O)CCc2ccccc2)C(=O)C=C2C=C(c3ccsc3)OC=C2C1=O (stereo not drawn)
→ 22	2	22	5	12	-0.3	10	-13
O=C1c2ccccc2C2=Nc3ccccc3SC(c3ccc(Cl)cc3)C12 (stereo not drawn)
→ -21	4	32	0	87*	5.7	19	34
Cc1ccc(CNS(=O)(=O)c2c(C(=O)N3CCCCC3)c(C)n(C)c2C)o1
→ 11	1	16	5	-15	0.1	-2	-17
CCN(CCNCC(O)COc1ccccc1C(C)C)c1cccc(C)c1 (stereo not drawn)
→ 1	8	31	-5	68*	1.8	-9	4
COc1cc(C(=O)CSc2nnc(-c3ccc(O)cc3)n2CC2CCCO2)ccc1NC(C)=O (stereo not drawn)
→ 0	0	7	1	24	-0.9	-3	-2
COC(=O)c1ccc(CSc2ncnc3c2sc2nc(N4CCOCC4)c4c(c23)CCCC4)o1
→ -34	17	27	-1	10	3.2	18	15
COC(=O)c1cc(C(=O)OCC(=O)Nc2ccc(N3CCOCC3)cc2)cc([N+](=O)[O-])c1
→ 11	-1	8	0	0	1.2	0	-17
COc1ccc(CCC(=O)OCC(=O)Nc2ccc(OC)c(OC)c2)cc1OC
→ 6	-4	4	0	1	3.1	-2	12
O=C1CCc2cc(S(=O)(=O)NC(C(=O)NCc3cccnc3)c3ccccc3)ccc2N1 (stereo not drawn)
→ 10	-1	3	2	17	-0.6	-3	2
CCc1nnc(NC(=O)CSc2nnc(-c3ccoc3C)n2CC(C)C)s1
→ 9	1	5	0	10	-0.9	8	20
O=C(NC(=S)N1CCCCCC1)C1CC1
→ -12	-3	4	2	-7	5.6	-6	24
O=C(NC1CCNCC1)C1CCCCC1
→ 13	-4	9	-2	19	0.4	9	4
O=C(c1cccc(Cl)c1)N1CCn2c1nc1ccccc12
→ 0	2	-3	-4	-10	0.9	5	-7
Cc1ccc(S(=O)(=O)NC(C)C(=O)N2CCOCCOCCOCCOCC2)cc1 (stereo not drawn)
→ 13	3	9	1	9	2.6	-1	10
COc1ccc(N2CCN(C(=O)CC34CC5CC(CC(C5)C3)C4)CC2)c([N+](=O)[O-])c1
→ -5	-3	32	-3	25	-0.7	9	-16
Cc1cccn2cc(-c3ccc(F)cc3)cc12
→ 4	-2	0	-1	-26	3.7	-1	-18
CC(C)CN1C(=O)c2ccc(C(=O)NCc3ccccn3)cc2C1=O
→ 26	-5	-15	-3	16	-0.1	17	14
CC(C)(C)[C@H]1COC(=O)CCC/C=C/C[C@H](CC(=O)NCCO)C(=O)N1
→ 23	0	-6	-4	7	1.6	11	13
CC(C)C(=O)Nc1c(-c2cccc(Cl)c2)c(=O)c2ccccc2n1C
→ 13	-1	12	0	-9	-1.3	-8	-7
NS(=O)(=O)c1cccc(NC(=S)NC(=O)C23CC4CC(CC(C4)C2)C3)c1
→ 3	4	17	1	-51	4.2	2	-3
O=C(N/N=C/c1cccc2ccccc12)C(=O)N1CCCC1
→ 6	4	-4	-4	10	2.0	9	1
CC(=O)O[C@]1(C(C)=O)CC[C@H]2[C@@H]3C[C@H](C)C4=CC(=O)CC[C@]4(C)[C@H]3CC[C@@]21C
→ -15	-7	14	-2	16	0.1	9	10
O=C(Cn1ncc(N2CCOCC2)c(Br)c1=O)c1ccc(Cl)cc1
→ -9	-2	-19	0	-2	1.0	-11	-4
O=C(COC(=O)c1ccccc1Br)NCCC1=CCCCC1
→ 11	1	14	-5	-20	3.2	-13	0
Cc1cccc(NC(=O)CSCC(=O)Nc2nnc(C3CC3)s2)c1
→ -5	-3	12	7	6	0.3	10	5
Cc1c(NC(=O)C(C)OC(=O)c2ncc(Cl)c(Cl)c2Cl)c(=O)n(-c2ccccc2)n1C (stereo not drawn)
→ -2	-1	12	-1	-7	-1.0	4	24
CCCCn1c(C)nc2c(=O)n(C)c(=O)[nH]c21
→ 32	0	-5	-4	-1	-2.0	7	5
Cc1ccc(C(=O)N2CCSC2=S)cc1
→ 16	-3	56*	-3	17	-1.4	-13	-4
Cn1c(=O)c2c(nc(N3CCCCC3)n2CCCNC2=NCCCC2)n(C)c1=O
→ 11	1	-10	-1	17	-1.3	-2	-27
CC(C)(C)NC(=O)CSc1nnc(SCC(=O)NC(C)(C)C)s1
→ 26	-2	14	1	3	0.3	3	4
Cc1nnc(N/N=C\c2ccc(-c3cccc(C(=O)O)c3)o2)n1N
→ 22	-5	4	-1	10	-1.2	-4	-23
CCOc1cc(NC(=S)NCc2ccco2)c(OCC)cc1NC(=O)C1CC1
→ -5	-2	2	-3	-12	1.3	5	-12
Cc1cc(C(=O)OCC(=O)Nc2ccccc2F)c(C)o1
→ -6	-1	17	2	-15	-0.5	-9	2

3 neighbouring compounds already listed, quoted:
The line under a structure holds: 697 NFkB inh	XBP1 UPR activ	tim23-1 inh	APJ ag	Mdm2 MdmX PPI	UPR CHOP act	Jurkat NFkB inh	APJ antagonist
Cc1nnc(N/N=C\c2ccc(-c3cccc(C(=O)O)c3)o2)n1N
→ 22	-5	4	-1	10	-1.2	-4	-23
CCOc1cc(NC(=S)NCc2ccco2)c(OCC)cc1NC(=O)C1CC1
→ -5	-2	2	-3	-12	1.3	5	-12
Cc1cc(C(=O)OCC(=O)Nc2ccccc2F)c(C)o1
→ -6	-1	17	2	-15	-0.5	-9	2

New compounds follow:
The line under a structure holds: 697 NFkB inh	XBP1 UPR activ	tim23-1 inh	APJ ag	Mdm2 MdmX PPI	UPR CHOP act	Jurkat NFkB inh	APJ antagonist
Cn1c(C(=O)N[C@@H](C(=O)O)c2ccccc2)cc2cc(Cl)ccc21
→ 5	0	6	-2	-25	-1.6	12	20
O=C(CN(Cc1ccc(F)cc1)C(=O)CCC(=O)Nc1ccccn1)NCCc1ccccc1
→ -4	-1	-2	-4	10	-1.0	1	2
Nn1c(SCC(=O)Nc2ccc(F)c(F)c2)nnc1C1CCCCC1
→ 7	-2	9	-10	21	-2.5	-15	-6
CCN(CC(=O)Nc1ccc2c(c1)OCCO2)C(=O)/C=C/c1ccc(OC)c(OC)c1
→ 11	-1	8	-3	10	0.3	1	-36
Cc1c(Cl)cccc1-n1ccnc1SCC(=O)O
→ -6	2	9	3	21	1.6	-1	8
O=C(NC1CCN(S(=O)(=O)c2ccccc2F)CC1)c1cccnc1
→ 16	-2	-1	0	-2	-0.4	11	-9
COc1cccc(CNC(=O)[C@H](CC(C)C)NC(=O)N2CCn3c2nc2ccccc23)c1
→ 20	0	17	-1	24	-1.7	1	-4
COc1cccc(C2CC(c3ccccc3Cl)n3nnnc3N2)c1 (stereo not drawn)
→ -11	3	16	-1	-20	-0.7	3	12
Cc1ccsc1C(=O)OCC(=O)N1CCN(C(=O)c2ccco2)CC1
→ 7	-2	7	0	7	3.9	1	8
O=C(OC1CCOC1=O)c1cc(Cl)ccc1[N+](=O)[O-] (stereo not drawn)
→ 14	1	13	1	-1	1.2	-8	6
O=C1CCCc2c1cc(C(=O)NCc1ccco1)c(=O)n2-c1ccc(Cl)cc1
→ -7	0	17	1	38	3.1	-8	10
Cc1cccc(Cn2cnc3c(nnn3Cc3ccccc3F)c2=O)c1
→ 15	-2	37	3	9	3.3	-1	-13
COc1cccc(N2CCN(C(=O)c3ccc4nc[nH]c4c3)CC2)c1
→ 5	-5	-10	6	2	-1.5	8	6
NS(=O)(=O)c1ccc(CCNC(=O)CN2CCN(c3ccccc3F)CC2)cc1
→ 1	-2	8	-1	-13	-1.2	-4	-3
CCN(c1ccc(NC(=O)COC(=O)/C=C/c2ccco2)cc1)C(C)C
→ 9	0	12	-1	4	0.7	-5	-7
Cc1ccc(C(C)C)cc1OCC(=O)Nc1ccc(N2CCCCC2)cc1
→ 5	0	29	-4	17	-0.2	2	8
C=CC[n+]1c(-c2ccc(C)cc2)csc1NNC(=O)Nc1ccccc1
→ -12	-4	31	6	9	2.7	36	-15
Cc1cc(C)c(S(=O)(=O)N2CCC(C(N)=O)CC2)cc1C
→ 8	0	24	-3	38	0.1	-3	20
OC(CN1CCN(c2ccccc2)CC1)c1ccc2c(c1)CCN2 (stereo not drawn)
→ 8	-1	14	0	20	0.6	2	13
CCO[C@@H]1OC(C(=O)N2CCN(Cc3ccccc3)CC2)=C[C@H](c2coc3ccccc3c2=O)[C@H]1CCCO
→ 9	0	4	-2	6	3.1	5	23
Cc1cc(=O)n2nc(N3CCCC(C(=O)NCc4cccc(Cl)c4)C3)sc2n1 (stereo not drawn)
→ -3	-7	-3	-2	-10	-0.8	4	25
